# Screening data from PubChem.
# LAP4 TOR yeast: modulators of TOR pathway LAP4-GFP in S. cerevisiae | hit rate 0.34% among 320,000 | GFP response vs DMSO, % at 10 µM | S. cerevisiae LAP4-GFP multiplex, flow cytometry GFP, 3 h; median GFP as percent of DMSO wells | AID 2023;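 active means GFP response vs DMSO above a set limit, about the screen mean plus 3 SD, cut at about 150% in these data; inconclusive means under 70 cell events counted for the yeast strain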
# MEP2 TOR yeast: yeast TOR pathway MEP2-GFP modulation; S. cerevisiae MEP2-GFP strain, flow cytometry GFP, 3 h; 100% = DMSO control level; GFP response vs DMSO, % at 10 µM; hit rate 0.51% among 330,000;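 active means GFP response versus DMSO above a set limit, roughly screen mean plus 3 SD, cut at about 180% in these data; inconclusive means fewer than 70 cells counted for a yeast strain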;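 further: median GFP fluorescence of the barcode-gated MEP2-GFP cells per well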
# VLA-4 inh: inhibition in a human VLA-4 binding assay; AID 2557; P13612; inhibition, % (about 7 µM as worked out from the volumes in the protocol); hit rate 0.2% among 330,000; VLA-4 expressing cells, ligand binding flow cytometry; in the data active means inhibition above about 50%
# Target sequence (P13612 whole entry, looked up): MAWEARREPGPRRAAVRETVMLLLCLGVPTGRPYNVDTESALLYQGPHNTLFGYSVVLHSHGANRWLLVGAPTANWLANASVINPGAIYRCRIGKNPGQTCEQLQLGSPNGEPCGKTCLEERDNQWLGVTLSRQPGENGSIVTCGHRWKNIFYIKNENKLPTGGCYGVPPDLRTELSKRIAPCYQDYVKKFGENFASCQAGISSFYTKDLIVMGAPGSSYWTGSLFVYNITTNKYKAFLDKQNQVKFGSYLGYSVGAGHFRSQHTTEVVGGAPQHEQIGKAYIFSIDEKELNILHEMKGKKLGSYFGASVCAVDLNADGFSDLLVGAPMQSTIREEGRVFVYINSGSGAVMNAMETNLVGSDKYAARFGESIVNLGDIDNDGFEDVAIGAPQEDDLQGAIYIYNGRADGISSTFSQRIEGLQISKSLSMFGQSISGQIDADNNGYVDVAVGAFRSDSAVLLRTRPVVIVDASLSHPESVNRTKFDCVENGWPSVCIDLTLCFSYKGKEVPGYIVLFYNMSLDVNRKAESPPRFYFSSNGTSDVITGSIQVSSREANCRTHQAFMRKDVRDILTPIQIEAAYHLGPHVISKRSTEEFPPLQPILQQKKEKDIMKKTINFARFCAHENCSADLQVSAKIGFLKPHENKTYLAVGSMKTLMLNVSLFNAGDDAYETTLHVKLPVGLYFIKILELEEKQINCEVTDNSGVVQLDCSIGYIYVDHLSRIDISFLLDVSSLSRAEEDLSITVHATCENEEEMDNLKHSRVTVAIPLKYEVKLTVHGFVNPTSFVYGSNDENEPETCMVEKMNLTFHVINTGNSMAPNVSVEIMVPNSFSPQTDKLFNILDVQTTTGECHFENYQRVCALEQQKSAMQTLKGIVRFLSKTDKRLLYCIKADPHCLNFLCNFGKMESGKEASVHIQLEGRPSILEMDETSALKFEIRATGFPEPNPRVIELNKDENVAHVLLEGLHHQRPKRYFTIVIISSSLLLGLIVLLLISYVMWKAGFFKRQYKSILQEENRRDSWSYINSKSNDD
# CIT2 TOR yeast: yeast TOR pathway CIT2-GFP modulation; S. cerevisiae CIT2-GFP strain, flow cytometry, 3 h; 100 means same as DMSO wells; GFP response vs DMSO, % at 10 µM; hit rate 0.065% among 320,000;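 active means GFP response relative to DMSO above a set limit, near the screen mean plus 3 SD, cut at about 150% in these data; inconclusive means Fewer than 70 cells measured for a yeast strain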;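 further: ratio of well median GFP fluorescence to mean of DMSO wells on the plate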
# RPL19A-GFP yeast: modulators of TOR pathway RPL19A-GFP in S. cerevisiae; AID 2025; hit rate 0.3% among 330,000; S. cerevisiae RPL19A-GFP strain, flow cytometry, 3 h; hits give low values; percent response vs DMSO, % at 10 µM;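 active means percent response vs DMSO below 50%; inconclusive means fewer than 70 events counted for the yeast strain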;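 further: median channel GFP fluorescence of the barcoded RPL19A-GFP strain; ratio of sample median GFP to plate DMSO average so 100% = DMSO; lower means less RPL19A-GFP as with rapamycin TOR inhibition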
# GRK2 aptamer HTS: blocks RNA aptamer binding to human GRK2; P25098; bead flow cytometry, FAM-aptamer displacement from GRK2; inhibition of aptamer binding, % at 10 µM; hit rate 0.59% among 330,000;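 active means inhibition of aptamer binding above 40%, roughly 3 SD of noise, on plates passing a quality check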;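 further: median bead fluorescence of bound FAM aptamer so fluorescent compounds give negative values; no value below 0 was filed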
# AGP1-GFP MLPCN: yeast TOR pathway AGP1-GFP modulation. AID 2066. S. cerevisiae AGP1-GFP multiplex flow cytometry, 3 h; GFP as percent of DMSO wells. hit rate 0.02% among 320,000. GFP response vs DMSO, % at 10 µM;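 active means GFP response relative to DMSO above a set limit, near screen average plus 3 SD, cut at about 150% in these data; inconclusive means fewer than 70 cells counted for the yeast strain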;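 further: median GFP channel fluorescence of the gated AGP1 strain per well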
# JMJD2C inh: blocks human GASC-1 demethylase activity; Q9H3R0; GST-JMJD2C(1-420) H3K9me3 demethylation, DELFIA europium; inhibition, % at 2.35 µM; hit rate 0.069% among 330,000; AID 2099;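 active means more than half of a compound's replicate wells show inhibition beyond 50%, single wells judged on their own value; inconclusive means some, but no more than half, of replicates pass 50% inhibition; inactive means no replicate passes 50% inhibition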;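 further: signal counts dimethyl H3K9 product captured on neutravidin plate; 0% = median of DMSO wells and 100% = 0.3 times that DMSO median; strong numbers were not always called active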
# An asterisk follows results filed as active; ? = inconclusive; / = no result given; & = joins results of further samples.
item	structure	LAP4 TOR yeast	MEP2 TOR yeast	VLA-4 inh	CIT2 TOR yeast
1	NC(=O)c1cc(Cl)ccc1OCC(=O)NC1CC1	90	96	-9	86
2	Cc1ccccc1Cn1c(=O)n(C)c(=O)c2sccc21	109	100	9	105
3	COC(=O)C1=C[C@@H](C(=O)OC)[C@@H]2C3=C(C(=O)[C@@]2(C)NC(=O)c2ccccc2)[C@H](C)n2c(=O)n(C)c(=O)n2[C@@H]3C1	106	90	2	80
4	O=C(NCc1ccco1)c1cnn2c1NC(c1ccccc1)CC2C(F)(F)F (stereo not drawn)	100	100	12	111
5	CSc1ccc(CNCC(O)c2ccccc2)cc1 (stereo not drawn)	109	101	8	104
6	C=CCOc1c(CNc2ccc3[nH]c(=O)[nH]c3c2)cccc1OC	94	98	-4	111
7	O=C(O)c1ccc(/C=N/N2CCN(Cc3ccc(Cl)cc3)CC2)cc1	103	94	3	89
8	O=C(CN1C(=O)NC(Cc2c[nH]c3ccccc23)C1=O)Nc1ccc(F)cc1F (stereo not drawn)	93	92	-3	109

item	RPL19A-GFP yeast	GRK2 aptamer HTS	AGP1-GFP MLPCN	JMJD2C inh
1	97	0	93	-6
2	102	1	107	4
3	96	5	86	-3
4	103	1	113	6
5	97	3	106	11
6	100	0	102	3
7	96	1	94	-29
8	100	1	102	6

# Additional records follow.
item	structure	LAP4 TOR yeast	MEP2 TOR yeast	VLA-4 inh	CIT2 TOR yeast
9	Cc1coc2c(C)c3oc(=O)c(CCC(=O)NCc4ccccn4)c(C)c3cc12	102	102	23	97
10	CC(C)c1ccc(NC(=O)CSc2nnc(CN3CCOCC3)n2C)cc1	84	94	13	96
11	CCOC(=O)C1CCCN(C(=O)Cc2ccc(C)cc2)C1 (stereo not drawn)	91	94	6	90
12	C/C(CC(=O)Nc1ccc(Br)cc1)=N\NC(=O)c1cccc(O)c1	104	110	6	100
13	Cc1ccccc1-c1nc(CS(=O)CC(=O)NC2CCCCC2)c(C)o1 (stereo not drawn)	99	118	0	111
14	Cc1csc2ncc(C(=O)NCc3ccccn3)c(=O)n12	95	102	-17	97
15	CCOC(=O)c1[nH]c2ccc(Cl)cc2c1NC(=O)/C=C/c1ccc2c(c1)OCO2	90	101	5	86
16	COCCN(C(=O)CC1C(=O)NCCN1Cc1ccc(-c2ccccc2)cc1)C(C)C (stereo not drawn)	106	106	5	107

item	RPL19A-GFP yeast	GRK2 aptamer HTS	AGP1-GFP MLPCN	JMJD2C inh
9	97	0	101	0
10	94	1	92	-4
11	98	0	99	19
12	105	1	94	137
13	102	0	103	2
14	99	0	98	11
15	102	0	88	/
16	97	0	104	3

# Record cards, as listed above. Values in the order: LAP4 TOR yeast | MEP2 TOR yeast | VLA-4 inh | CIT2 TOR yeast | RPL19A-GFP yeast | GRK2 aptamer HTS | AGP1-GFP MLPCN | JMJD2C inh
# `COCCN(C(=O)CC1C(=O)NCCN1Cc1ccc(-c2ccccc2)cc1)C(C)C` (stereo not drawn) in the list: 106 | 106 | 5 | 107 | 97 | 0 | 104 | 3
# `C/C(CC(=O)Nc1ccc(Br)cc1)=N\NC(=O)c1cccc(O)c1` in the list: 104 | 110 | 6 | 100 | 105 | 1 | 94 | 137
# `Cc1coc2c(C)c3oc(=O)c(CCC(=O)NCc4ccccn4)c(C)c3cc12` in the list: 102 | 102 | 23 | 97 | 97 | 0 | 101 | 0

# Continued:
item	structure	LAP4 TOR yeast	MEP2 TOR yeast	VLA-4 inh	CIT2 TOR yeast
17	CC(C)CNS(=O)(=O)c1ccc(NC(=O)Cn2nc(-c3ccc(F)cc3)ccc2=O)cc1	99	109	10	107
18	COc1ccc(C(=O)/C=C/c2cccs2)c(OC(=O)N2CCOCC2)c1	90	99	19	129
19	Cc1cccc(-c2nnc3n2N=C(c2ccccc2)CS3)c1	101	107	6	113
20	COc1ccccc1NS(=O)(=O)c1cccc(C(=O)OCC(=O)Nc2cc(C)on2)c1	103	104	2	95
21	CCN(c1ccccc1)S(=O)(=O)c1ccc2c(c1)C(C)(C)C(=O)N2C	93	85	-20	116
22	Cc1ccc(NC(=S)N/N=C/c2c(Cl)cccc2Cl)c(C)c1	93	90	-19	86
23	CCC(SC1=Nc2ccccc2C2=NC(CC(C)C)C(=O)N12)C(=O)Nc1ccc2c(c1)OCO2 (stereo not drawn)	102	102	-20	97
24	CCOc1ccc(CCNC(=O)C2CCCN(c3nn4c(=O)cc(C)nc4s3)C2)cc1OCC (stereo not drawn)	133	97	-20	99

item	RPL19A-GFP yeast	GRK2 aptamer HTS	AGP1-GFP MLPCN	JMJD2C inh
17	104	0	110	0
18	111	3	74	2
19	108	1	98	-2
20	100	0	99	5
21	95	0	98	1
22	98	0	95	-1
23	99	12	104	3&-10
24	98	0	97	3

# Three compounds already listed, ordered by the value under LAP4 TOR yeast, high to low:
cpd	compound	LAP4 TOR yeast
19	Cc1cccc(-c2nnc3n2N=C(c2ccccc2)CS3)c1	101
17	CC(C)CNS(=O)(=O)c1ccc(NC(=O)Cn2nc(-c3ccc(F)cc3)ccc2=O)cc1	99
22	Cc1ccc(NC(=S)N/N=C/c2c(Cl)cccc2Cl)c(C)c1	93

# Remaining list, next part:
item	structure	LAP4 TOR yeast	MEP2 TOR yeast	VLA-4 inh	CIT2 TOR yeast
25	CCOC(=O)C/C(C)=N/NC(=O)Nc1ccccc1	93	99	6	104
26	CCOCCCNC(=O)c1cc2c(s1)-c1ccccc1SC2	93	103	7	100
27	O=C(N1CCOCC1)C12CC3CC(C1)CC(C(=O)N1CCOCC1)(C3)C2	94	100	34	103
28	O=C(c1ccc(C(F)(F)F)cc1)C1CCCN(C(=O)CN2CCCC2=O)C1 (stereo not drawn)	101	105	-8	110
29	COC(=O)c1ccccc1NC(=O)CN1CCC(C)CC1	95	99	-1	104
30	O=C(N1CCCC1)C(F)(F)Oc1ccc(F)cc1	117	93	-4	79
31	Cc1ccc(CCNC(=O)C2CCC(=O)N(Cc3ccccc3F)C2)o1 (stereo not drawn)	85	93	2	97
32	COCCN(C(=O)Cc1ccc(OC)c(OC)c1)c1nc(-c2cc(OC)ccc2OC)cs1	96	103	1	109

item	RPL19A-GFP yeast	GRK2 aptamer HTS	AGP1-GFP MLPCN	JMJD2C inh
25	106	1	106	4
26	103	4	97	2
27	100	4	105	3
28	99	2	108	-1
29	103	3	100	-8
30	88	0	83	-18
31	98	3	96	3
32	102	2	102	-4

# Next records.
item	structure	LAP4 TOR yeast	MEP2 TOR yeast	VLA-4 inh	CIT2 TOR yeast
33	COCCNC(=O)C(c1ccc(C)o1)N(C(=O)C(=O)NC1CCCCC1)c1ccc(F)cc1 (stereo not drawn)	94	98	-8	97
34	CCCCCCCCc1nc(SC(C)C(=O)O)n[nH]1 (stereo not drawn)	94	105	-1	103
35	CN1CC(C(=O)Nc2ccc(F)c(Cl)c2)CC1=O (stereo not drawn)	99	100	-10	99
36	COC(=O)c1ccccc1NC(=O)CSc1ncccn1	120	93	1	85
37	O=C(O)C1C2C=CC(C2)C1C(=O)Nc1cccc(C(F)(F)F)c1 (stereo not drawn)	83	105	9	92
38	COc1ccc(Cl)cc1NC(=O)c1cc(-c2ccccc2)on1	106	109	1	106
39	O=C(Nc1c(C(=O)Nc2cccc(F)c2)oc2ccccc12)c1ccc2c(c1)OCO2	102	97	3	101
40	COc1cccc(C(=O)N(C)CC2CCN(CCc3cccc(C(F)(F)F)c3)CC2)c1	97	111	8	101

item	RPL19A-GFP yeast	GRK2 aptamer HTS	AGP1-GFP MLPCN	JMJD2C inh
33	95	2	97	54
34	102	0	99	11
35	101	2	97	-2
36	92	0	101	-4
37	94	5	86	-16
38	111	0	105	8
39	100	0	101	-39
40	103	0	105	-3

# The list continues.
item	structure	LAP4 TOR yeast	MEP2 TOR yeast	VLA-4 inh	CIT2 TOR yeast
41	Cc1ccnc(NC(=O)CS(=O)(=O)Cc2ccccc2)c1	100	95	-31	99
42	COCCNC(=O)C(c1ccc(F)cc1)N(C(=O)CCC(=O)Nc1nccs1)c1cccc(C)c1 (stereo not drawn)	100	103	-2	99
43	CC1=C(C(=O)N2CCCC(C(=O)c3cccc(C(F)(F)F)c3)C2)OCCO1 (stereo not drawn)	96	103	9	111
44	COc1cccc(NC(=O)CCP(C)(=O)O)c1	93	94	0	103
45	CCOC(=O)c1cccc(NC(=O)c2cc3sccc3n2C)c1	?	?	-6	?
46	COc1ccc(NC(=O)CCCC(=O)c2ccccc2)c(OC)c1	100	111	32	103
47	CCOc1cccc(=O)c2c(C)oc(C)c12	92	99	8	101
48	Cc1cccc(NC(=S)N(Cc2ccc(Cl)cc2)Cc2ccc(C(=O)O)cc2)c1	111	98	6	80

item	RPL19A-GFP yeast	GRK2 aptamer HTS	AGP1-GFP MLPCN	JMJD2C inh
41	101	0	102	-8
42	98	4	96	/
43	106	1	100	-21
44	97	0	100	77
45	?	6	?	0
46	104	4	103	-1
47	100	0	106	8
48	94	3	90	-1

# (cont.)
item	structure	LAP4 TOR yeast	MEP2 TOR yeast	VLA-4 inh	CIT2 TOR yeast
49	COCCOC(=O)C(C#N)c1nc2ccccc2nc1N1CCCC1 (stereo not drawn)	110	95	9	91
50	O=C(c1ccc(-c2ccccc2)cc1)C1CCCN(C(=O)Cn2cncn2)C1 (stereo not drawn)	106	103	17	102
51	O=C(Nc1ccc([N+](=O)[O-])cn1)c1cc(-c2cccc(Cl)c2)nc2ccccc12	96	107	0	99
52	O=C1C(=O)N(CCN2CCOCC2)C(c2ccccn2)/C1=C(/O)c1ccccc1 (stereo not drawn)	102	99	-4	103
53	COc1ccc(NC(=O)CN(C)C(=O)CCNS(=O)(=O)c2ccc(Br)cc2)cc1	76	79	3	93
54	O=C(NCc1cc2ccccc2[nH]1)C1CCC(=O)N(CCCN2CCCC2=O)C1 (stereo not drawn)	96	101	-11	109
55	Cc1ccnc(NC(=O)C2CCC(CNc3c(N4CCCC4)c(=O)c3=O)CC2)c1 (stereo not drawn)	95	94	-11	96
56	Cc1onc(-c2c(Cl)cccc2Cl)c1C(=O)N(C)Cc1ccccc1	95	98	-3	101

item	RPL19A-GFP yeast	GRK2 aptamer HTS	AGP1-GFP MLPCN	JMJD2C inh
49	93	1	97	-9
50	101	3	103	-4
51	100	0	101	-6
52	102	0	102	-16
53	67	0	82	3
54	102	0	103	3
55	103	0	102	11
56	107	0	99	8

# Next section.
item	structure	LAP4 TOR yeast	MEP2 TOR yeast	VLA-4 inh	CIT2 TOR yeast
57	O=C(COC(=O)C1(c2cccc(F)c2)CCCC1)NCc1ccc2c(c1)OCO2	100	110	8	99
58	O=C(CNc1ccc(Br)cc1)Nc1ccc(S(=O)(=O)N2CCCC2)cc1	108	103	16	103
59	CCNC(=O)NC(=O)COC(=O)CCCc1nc2ccccc2s1	93	90	2	92
60	CC(=O)Nc1ccc(S(=O)(=O)NC(CC(=O)NC2CCCCC2C)C(C)C)cc1 (stereo not drawn)	99	101	2	102
61	Cc1ccc(-n2ncc3c(SCc4ccccn4)ncnc32)c(C)c1	126	96	5	80
62	CC1Oc2ccccc2C=C1/C=N/NC(=O)[C@@H](C)NC(=O)OC(C)(C)C (stereo partly drawn)	106	109	5	96
63	Cc1ccc(/C=N\NC(=O)CCc2n[nH]c(=O)[nH]c2=O)o1	98	115	-1	110
64	CC12CCC(C(=O)N(CC(O)CN3CCN(Cc4ccccc4)CC3)C1=O)C2(C)C (stereo not drawn)	108	93	0	95

item	RPL19A-GFP yeast	GRK2 aptamer HTS	AGP1-GFP MLPCN	JMJD2C inh
57	102	2	107	-19
58	103	4	107	3
59	94	1	95	3
60	102	1	99	17
61	93	1	92	-9
62	103	2	99	/
63	107	0	111	-2
64	97	0	100	-32
